Ecoli WT expand: growth inhibitors of wild-type E. coli, primary screen, strain BW25113, expanded library, OD600; 98,000 tested, 0.15% active; OD600 absorbance; growth inhibition, % at 100 µM; AID 710, 2007;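 active = growth inhibition above about 50% at one test dose, limit read from the data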;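 note: growth measured after 20 h incubation at 37 °C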
S1P2 blocker: human S1P2 receptor antagonists, primary screen, cell-based; Sphingosine 1-phosphate receptor 2 (Homo sapiens), O95136; cell-based S1P2 antagonist assay, inhibition at 5 uM; inhibition, % at 5 µM; 97,000 tested, 0.21% active; AID 736, 2007; in the data active = inhibition above about 45%;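 note: CRE beta-lactamase reporter cells expressing human S1P2 stimulated with S1P; 0% = agonist at EC80 alone and 100% = agonist plus reference antagonist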
sEH inh: soluble epoxide hydrolase inhibitors, primary screen, biochemical, human sEH | Bifunctional epoxide hydrolase 2 (Homo sapiens), P34913 | recombinant human sEH enzymatic activity assay | inhibition, % at 2 µM | 91,000 tested, 0.34% active; in the data active = inhibition above about 80%; note: values of inactives mirror those of a sister screen read the other way; many of its hits are not listed in these tables
Target sequence (P34913 whole entry, looked up): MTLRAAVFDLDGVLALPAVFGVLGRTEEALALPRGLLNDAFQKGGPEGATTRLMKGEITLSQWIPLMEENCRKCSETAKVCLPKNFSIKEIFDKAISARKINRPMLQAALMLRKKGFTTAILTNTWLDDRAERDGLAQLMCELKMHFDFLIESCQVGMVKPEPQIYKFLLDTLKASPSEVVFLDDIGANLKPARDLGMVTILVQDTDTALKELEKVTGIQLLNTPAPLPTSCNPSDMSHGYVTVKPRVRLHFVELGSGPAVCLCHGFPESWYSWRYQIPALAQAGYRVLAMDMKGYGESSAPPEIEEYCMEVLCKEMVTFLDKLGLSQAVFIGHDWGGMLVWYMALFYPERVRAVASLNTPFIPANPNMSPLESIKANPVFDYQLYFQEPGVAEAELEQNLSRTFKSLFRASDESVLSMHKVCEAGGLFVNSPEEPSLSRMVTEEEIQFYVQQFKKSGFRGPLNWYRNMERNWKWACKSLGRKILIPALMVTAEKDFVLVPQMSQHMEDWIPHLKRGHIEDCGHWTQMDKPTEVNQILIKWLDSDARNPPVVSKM
PLAP act: PLAP enzyme activators, biochemical, luminescence, HTS. activation fold at 20 µM. Alkaline phosphatase, placental type (Homo sapiens), P05187. 96,000 tested, 1.2% active. purified PLAP enzyme, luminescent substrate read-out; stronger effect = higher value; in the data active = activation fold above about 2
Target sequence (P05187 whole entry, looked up): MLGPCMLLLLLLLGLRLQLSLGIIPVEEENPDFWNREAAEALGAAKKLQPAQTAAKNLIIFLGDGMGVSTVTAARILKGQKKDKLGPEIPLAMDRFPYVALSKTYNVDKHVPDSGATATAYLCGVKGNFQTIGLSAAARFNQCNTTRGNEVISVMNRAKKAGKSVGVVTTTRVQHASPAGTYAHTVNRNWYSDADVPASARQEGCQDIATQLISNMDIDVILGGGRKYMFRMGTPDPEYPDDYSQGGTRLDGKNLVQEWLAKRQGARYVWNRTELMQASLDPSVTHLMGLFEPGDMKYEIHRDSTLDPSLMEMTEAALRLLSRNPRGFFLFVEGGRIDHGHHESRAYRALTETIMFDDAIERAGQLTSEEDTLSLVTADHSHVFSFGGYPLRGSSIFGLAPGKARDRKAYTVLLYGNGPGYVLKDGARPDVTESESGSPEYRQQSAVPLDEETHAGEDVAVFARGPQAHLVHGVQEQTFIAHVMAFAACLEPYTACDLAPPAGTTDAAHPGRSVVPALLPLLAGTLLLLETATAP
sEH activator: soluble epoxide hydrolase activators, primary screen, biochemical, human sEH. Bifunctional epoxide hydrolase 2 (Homo sapiens), P34913. purified human sEH enzymatic activity, activator screen. activation, % at 2 µM. 91,000 tested, 0.04% active; in the data active = activation above about 37%; note: values of inactives mirror those of a sister screen read the other way
CD11b adhes inh: inhibitors of CD11b/CD18 adhesion to fibrinogen, primary screen, K562 cells, luminescence | Integrin beta-2 (Homo sapiens) + Integrin alpha-M (Homo sapiens), P05107+P11215 | AID 1497, 2009 | ATPlite luminescence; Mn2+ added to activate the integrin | inhibition, % at 10 µM | 93,000 tested, 0.54% active;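 active = primary inhibition of 50% or more at 10 µM, then 40% or more on retest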; note: some results filed as inactive read as strong as hits
PostGolgi yeast: phenotypic screen on post-Golgi transport, primary screen. AID 739, 2007. 98,000 tested, 0.9% active. inhibition, % at 10 µM. post-Golgi transport phenotypic cell assay;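 note: yeast cells grown in 1536-well plates; yeast grown about 18 h at 30C before absorbance read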
PostGolgi ctrl: growth inhibition of yeast control strain, primary screen, counter-screen for post-Golgi transport modulator project | inhibition, % at 10 µM | efflux-deficient yeast background strain, growth absorbance A615, 16 h | 98,000 tested, 5% active
S1P2 ag: S1P2 receptor agonists, primary screen, cell-based; Sphingosine 1-phosphate receptor 2 (Homo sapiens), O95136; S1P2-expressing cell line, agonist reporter read-out; activation, % at 4.5 µM; 97,000 tested, 0.46% active; in the data active = activation above about 16%;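 note: 0% = vehicle low control and 100% = maximal reference agonist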
* hit, by the source's call; nt = no result given. Cut-off read from the data, not from the text of the source, unless noted: active = inhibition above about 30%; inactive = the rest.

SMILES | Ecoli WT expand | S1P2 blocker | sEH inh | PLAP act | sEH activator | CD11b adhes inh | PostGolgi yeast | PostGolgi ctrl | S1P2 ag
CC(C)(C)C(=O)Nc1ccc(C(=O)N/N=C/c2ccccc2OC(=O)c2ccccc2)cc1 | -4 | 23 | 1 | 1.2 | 2 | 6 | 8 | -5 | -5
COc1ccc2c(c1)cc(C(=O)O)n2C | -10 | 0 | 3 | 0.8 | -1 | -28 | 9 | 4 | 0
COc1ccc(Cl)cc1-c1n[nH]c(=S)n1C | 3 | -19 | -35 | 1 | 32 | 10 | 3 | 2 | -8
Cc1cccc(Oc2ncc(-c3ccc(Cl)cc3)cn2)c1 | -8 | -15 | 0 | 1.3 | 6 | nt | -13 | 10 | -6
Cc1onc(-c2ccccc2)c1C(=O)Nc1cccc2nsnc12 | -4 | -25 | 9 | 1 | -6 | -38 | -4 | 12 | 3
N#Cc1c(F)cccc1N1CCOCC1 | 8 | 11 | 0 | 1.3 | 0 | -1 | 8 | 3 | -3
CCOC(=O)c1c(NS(=O)(=O)c2cccc(OC)c2)sc2c1CCC2 | 8 | 4 | 3 | 1.3 | -1 | 44 | -13 | 24 | -7
CCOC(=O)c1c(C)[nH]c(C(=O)CN2C(=O)NC(C)(c3ccc4ccccc4c3)C2=O)c1C (stereo not drawn) | -12 | 18 | nt | 1.1 | nt | nt | -5 | 24 | -9
CCOc1cc(/C=C2\N=C(C)OC2=O)cc(Br)c1OCC(=O)OC | 18 | -19 | -5 | 1.2 | 5 | 14 | -2 | 3 | -7
COC(=O)c1[nH]c2ccccc2c1NC(=O)CN1CCN(c2cccc(Cl)c2)CC1 | -1 | 17 | -9 | 1.1 | 7 | 11 | 22 | 0 | -7
CCOc1ccc(-n2cc(C(=O)Nc3cccc(C)n3)c3cc(OC)c(OC)cc3c2=O)cc1 | nt | 2 | -1 | nt | 1 | nt | nt | nt | -6
CCC(C)(C(=O)NC1CCCCC1)N(C(=O)c1ccccn1)c1ccccc1 (stereo not drawn) | -3 | 15 | 6 | 1.6 | -3 | -8 | -3 | 4 | -5
Cc1ccc2c(c1)nnn2C1CCN(CC(=O)Nc2ccccc2N2CCOCC2)CC1 | -9 | 6 | -12 | 1.5 | 12 | -12 | 6 | 16 | -5
Cc1ccc(N2C(=O)CC(Sc3ncn[nH]3)C2=O)cc1C (stereo not drawn) | 4 | 15 | 9 | 1 | -10 | -3 | -4 | 3 | -7
O=c1c(-c2ccc(Oc3ccccc3)cc2)[n+]([O-])c2ccccc2n1OCc1ccccn1 | -9 | -11 | 20 | 1.2 | -19 | 7 | -1 | 4 | -1
O=C(CSc1nnc(-c2ccccn2)n1Cc1ccco1)c1ccc(-c2ccccc2)cc1 | -9 | nt | nt | 1.4 | nt | 11 | 2 | 26 | nt
C/C(NC(=O)c1ccccc1F)=C1\C(=O)C[C@@H]2[C@H]1C2(C)C | 11 | -23 | nt | 0.9 | nt | 9 | -2 | 13 | -2
COc1ccccc1NC(=O)CSc1nnnn1Cc1ccccc1 | 1 | 18 | 20 | 0.8 | -20 | -8 | -4 | 6 | -2
CCC(=O)N1c2ccccc2NC2=C(C(=O)CCC2)C1c1cccnc1 (stereo not drawn) | 2 | nt | nt | 1 | nt | -11 | 6 | 7 | nt
CCC1CCCCN1C(=O)N[C@@H](Cc1ccccc1)C(=O)O (stereo partly drawn) | 3 | 8 | nt | 0.8 | nt | -5 | 14 | 6 | -1

Single entries from the list:
O=c1c(-c2ccc(Oc3ccccc3)cc2)[n+]([O-])c2ccccc2n1OCc1ccccn1 in sEH activator reads -19
Cc1ccc2c(c1)nnn2C1CCN(CC(=O)Nc2ccccc2N2CCOCC2)CC1 in PostGolgi yeast reads 6
C/C(NC(=O)c1ccccc1F)=C1\C(=O)C[C@@H]2[C@H]1C2(C)C in PLAP act reads 0.9
CCC1CCCCN1C(=O)N[C@@H](Cc1ccccc1)C(=O)O (stereo partly drawn) in S1P2 blocker reads 8
O=C(CSc1nnc(-c2ccccn2)n1Cc1ccco1)c1ccc(-c2ccccc2)cc1 in PostGolgi ctrl reads 26

Further structures
SMILES | Ecoli WT expand | S1P2 blocker | sEH inh | PLAP act | sEH activator | CD11b adhes inh | PostGolgi yeast | PostGolgi ctrl | S1P2 ag
O=C(Nc1ccc(S(=O)(=O)N2CCCCC2)cc1)c1ccc(CN2CCOCC2)cc1 | nt | 3 | 45 | nt | -42 | nt | nt | nt | -7
O=C(NCCO)c1scc2c1OCCO2 | 1 | 9 | 17 | 1 | -20 | -27 | -7 | -1 | -2
Cc1cc(C)cc(NC(=S)NC(=O)CCN2C(=O)c3ccccc3C2=O)c1 | 11 | -11 | 3 | 0.9 | -2 | nt | 87* | 92* | -3
O=C(Nn1cnnc1)c1ccncc1 | 0 | -10 | 18 | 1 | -19 | -3 | 0 | 1 | -2
COc1ccc(C2(O)CCN(C(=O)Cc3cccnc3)CC2)cc1 | -9 | nt | nt | 1 | nt | -10 | 3 | -8 | nt
Cc1ccc(-c2cc(C(F)(F)F)n3nc(C(=O)Nc4c(C)n(C)n(-c5ccccc5)c4=O)cc3n2)cc1 | -11 | -15 | 3 | 0.9 | -6 | -5 | 4 | 3 | -5
Cc1cccc(NC(=O)C2CCCN2C(=O)OCC(C)C)c1C (stereo not drawn) | -11 | -120 | 9 | nt | -7 | nt | -3 | 35* | -3
O=C(O)CC(=O)Nc1ccccc1 | -2 | -10 | -3 | 0.6 | 2 | 4 | -4 | 5 | -2
CC(NC(=O)Cc1cccs1)C(c1cccs1)N1CCN(c2ccccc2)CC1 (stereo not drawn) | nt | -6 | -1 | nt | 1 | nt | nt | nt | -8
CCCN=C(N)/C(C(=O)OCC)=C(\O)c1ccc(OC)cc1 | -2 | -7 | 7 | 1.2 | -4 | -3 | -4 | 23 | -4

PostGolgi yeast, hit marks shown above.
Structure	S1P2 blocker	sEH inh	PLAP act	sEH activator	CD11b adhes inh	PostGolgi yeast	S1P2 ag
Cc1cc(C)cc(NC(=S)NC(=O)CCN2C(=O)c3ccccc3C2=O)c1	-11	3	0.9	-2	nt	87*	-3

(listing goes on)
SMILES | Ecoli WT expand | S1P2 blocker | sEH inh | PLAP act | sEH activator | CD11b adhes inh | PostGolgi yeast | PostGolgi ctrl | S1P2 ag
O=c1cc(CN2CCN(C/C=C/c3ccccc3)CC2)c2cc(O)ccc2o1 | 5 | 13 | -9 | 1.2 | 8 | -4 | 2 | 2 | -4
Cc1ccccc1-c1nc(CS(=O)(=O)CC(=O)NCCN2CCOCC2)c(C)o1 | 6 | nt | nt | 1.6 | nt | -2 | 0 | -1 | nt
O=C(Cc1cccs1)N1CCCC(c2nc3c(nnn3Cc3ccc(F)cc3)c(=O)[nH]2)C1 (stereo not drawn) | -1 | 16 | -6 | 1.2 | 8 | 8 | -6 | 9 | -2
CCN(CC)S(=O)(=O)c1ccc(C(=O)Nc2cc(C)cc(C)c2)cc1 | -1 | 3 | nt | 0.9 | nt | nt | -12 | -4 | -4
CC(C)C(=O)NC(=S)Nc1ccccc1C(F)(F)F | 5 | 22 | -16 | 0.9 | 13 | 7 | 2 | 12 | -4
CC(C)(C)NC(=O)Cc1ccc(S(=O)(=O)N2CCCC2)s1 | 7 | -7 | 11 | 1.6 | -8 | -7 | 2 | 14 | -1
O=C(CSc1nnc(-c2cccs2)n1-c1ccccc1)N1CCN(C(=O)c2ccco2)CC1 | -3 | 16 | 4 | 1.2 | -5 | 11 | 5 | 38* | -6
Cc1ccc(C)c(N=C2NC(=O)CS2)c1 | 2 | nt | nt | 1 | nt | -15 | 4 | 14 | nt
CCOC(=O)C1=C(C)N(C)C(C)=C(C(=O)OCC)C1c1cccnc1 | -2 | -4 | 7 | 1.2 | -5 | nt | -2 | 16 | 3
CCOC(=O)c1ccc(NC(=O)CCc2ccc(CC)o2)cc1 | 6 | 1 | 4 | 0.7 | -5 | -6 | -2 | -2 | -2
COc1ccc(S(=O)(=O)N(Cc2ccccc2)Cc2nc(-c3ccccc3)no2)cc1 | -14 | 0 | 4 | 1 | -1 | nt | -4 | 14 | -3
N/C(=N\OC(=O)C(c1ccccc1)c1ccccc1)c1cccnc1 | 0 | 15 | -2 | 0.8 | 7 | nt | -3 | 39* | -3
CCC(C)(C(=O)NC1CCCCC1)N(C(=O)C1CCC(=O)N1)c1ccccc1 (stereo not drawn) | -2 | -2 | -6 | 1 | 4 | -23 | 24 | 1 | -3
O=C(Cc1c(O)c2ccccc2[nH]c1=O)NC1CCCCCC1 | -7 | nt | nt | 0.9 | nt | -8 | 8 | 0 | nt
Cc1[nH]c2ccccc2c1Cc1n[nH]c(=S)n1C | nt | -119 | -4 | nt | 10 | nt | nt | nt | -8
c1ccc2c(c1)sc1nnnn12 | 12 | 15 | -2 | 1 | 1 | 11 | 14 | -2 | -6
COc1cc(/C=C2/C(=O)N=C(N)N2C)cc(OC)c1OC | 3 | -4 | -10 | 1.6 | 5 | -12 | 4 | 1 | -3
Cc1ccc(NC(=O)Nc2ccc3oc(C)nc3c2)cc1 | -5 | 11 | 68 | 1.1 | -68 | nt | -13 | -7 | -6
Cc1ccc(C)c(CN2CCCNC2=O)c1 | 4 | 0 | nt | nt | nt | nt | -4 | 11 | -4
O=C(CCc1nc(-c2ccccc2F)no1)NC1CCCCC1 | 7 | 7 | 18 | 1 | -19 | 4 | -4 | 3 | -3

Reprinted at random: 6 compounds from above.
SMILES | Ecoli WT expand | S1P2 blocker | sEH inh | PLAP act | sEH activator | CD11b adhes inh | PostGolgi yeast | PostGolgi ctrl | S1P2 ag
Cc1ccc(N2C(=O)CC(Sc3ncn[nH]3)C2=O)cc1C (stereo not drawn) | 4 | 15 | 9 | 1 | -10 | -3 | -4 | 3 | -7
Cc1ccc(NC(=O)Nc2ccc3oc(C)nc3c2)cc1 | -5 | 11 | 68 | 1.1 | -68 | nt | -13 | -7 | -6
COc1cc(/C=C2/C(=O)N=C(N)N2C)cc(OC)c1OC | 3 | -4 | -10 | 1.6 | 5 | -12 | 4 | 1 | -3
CCOc1ccc(-n2cc(C(=O)Nc3cccc(C)n3)c3cc(OC)c(OC)cc3c2=O)cc1 | nt | 2 | -1 | nt | 1 | nt | nt | nt | -6
COc1ccc(Cl)cc1-c1n[nH]c(=S)n1C | 3 | -19 | -35 | 1 | 32 | 10 | 3 | 2 | -8
O=C(NCCO)c1scc2c1OCCO2 | 1 | 9 | 17 | 1 | -20 | -27 | -7 | -1 | -2

The listing continues:
SMILES | Ecoli WT expand | S1P2 blocker | sEH inh | PLAP act | sEH activator | CD11b adhes inh | PostGolgi yeast | PostGolgi ctrl | S1P2 ag
COc1cccc(-c2csc3nc[nH]c(=O)c23)c1 | 3 | -1 | 11 | 0.8 | -7 | -20 | 5 | 19 | -3
CCN1CCN(CCn2c(=S)[nH]c3cc4c(cc3c2=O)OCO4)CC1 | 3 | 9 | -4 | 0.9 | 4 | 0 | -7 | 2 | 0
O=C(O)CCCCCN=C1CCc2ccccc2N1 | 0 | -1 | nt | 0.9 | nt | 8 | 0 | 13 | -2
CCOc1cc(C(=O)NCC2CCCO2)cc(OCC)c1OCC (stereo not drawn) | 10 | -10 | 11 | 1 | -8 | -10 | 0 | -2 | -3
COc1ccc(Cn2c(C)c(C)c(C#N)c2NC(=O)Nc2ccc(Cl)cc2)cc1 | 0 | 6 | 7 | 1.2 | -5 | 0 | 1 | 3 | -6
O=C(Nc1ccc(N2CCOCC2)cc1)NC1CCCCC1 | 1 | 10 | 58 | 1.2 | -57 | 4 | 1 | 5 | -7
C/C(=N\NC(=O)c1cccc(Br)c1)c1ccc(Br)cc1 | -5 | 10 | 23 | 1 | -24 | nt | -9 | 2 | -6
Cc1cccc(C)c1NC(=O)c1cc2c(=O)c3ccccc3oc2nc1C(F)(F)F | -6 | 6 | 6 | 0.9 | -4 | 9 | -5 | -3 | -10

Whole records, quoted from the list. Order of screens: Ecoli WT expand, S1P2 blocker, sEH inh, PLAP act, sEH activator, CD11b adhes inh, PostGolgi yeast, PostGolgi ctrl, S1P2 ag
CCOc1cc(C(=O)NCC2CCCO2)cc(OCC)c1OCC (stereo not drawn) reads 10, -10, 11, 1, -8, -10, 0, -2, -3
C/C(=N\NC(=O)c1cccc(Br)c1)c1ccc(Br)cc1 reads -5, 10, 23, 1, -24, nt, -9, 2, -6

Screens: PubChem BioAssay, several laboratories
